# Screening results: PubChem BioAssay, several laboratories
# HTRA1 inh = HTRA1 serine protease inhibitors, primary screen, biochemical, fluorescence polarization, HTS; Q92743; recombinant HTRA1, FP-rhodamine activity-based probe; inhibition, % at 5.96 µM; 340,000 compounds, 0.5% hits; in the data active means inhibition above about 36%;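 further: 0% = enzyme with DMSO and 100% = wells lacking enzyme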
# LEDGF integ inh = blockers of LEDGF/p75-dependent integrase strand transfer – biochemical, TR-FRET, high throughput, primary screen | HIV-1 integrase (with human LEDGF/p75) | TR-FRET IN-LEDGF/p75 DNA integration, Eu/Cy5 | inhibition, % at 3.7 µM | 370,000 compounds, 0.64% hits | AID 743269, 2014;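 active means inhibition above the screen-wide mean plus 3 SD, cut at about 13% in these data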;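 further: signal is the Cy5 over europium emission ratio at 671 and 618 nm; 0% = plate median of compound wells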
# NPR2 activator = human GC-B receptor activators, primary screen, HEK293 GC-B cells, cGMP TR-FRET, EC30 CNP; Atrial natriuretic peptide receptor 2 (Homo sapiens), P20594; 0% at EC30 CNP, 100% saturating CNP; activation, % at 10 µM; 370,000 compounds, 0.11% hits; AID 1920062, 2024;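 active means activation at 10 µM reaching about 35% in either raw or pattern-adjusted values, limit read from the data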
# rCAG RNA binder = binders of r(CAG) RNA repeats, primary screen, biochemical, fluorescence. r(CAG) RNA repeat, TO-PRO-1 dye displacement fluorescence. inhibition, % at 3 µM. 370,000 compounds, 1.3% hits;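 active means inhibition above the plate cutoff, the mean of all test compounds on that plate plus 3 SD, cut at about 35% in these data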;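 further: 0% = DMSO alone and 100% = 100 µM mitoxantrone as full dye displacement; higher means more dye released from RNA so lower well fluorescence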
# TDP2 absorb = human TDP2 enzyme inhibitors, primary screen, biochemical, epi absorbance, recombinant enzyme; T5PNP hydrolysis, p-nitrophenol absorbance 415 nm; inhibition, % at 12.8 µM; Tyrosyl-DNA phosphodiesterase 2 (Homo sapiens), O95551; 370,000 compounds, 0.34% hits;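 active means inhibition above the mean of all tested compounds plus 3 SD, set per campaign, cut at about 25% in these data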;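 further: 0% = DMSO with enzyme and 100% = buffer with substrate but no TDP2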
#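 test system = human TDP2 enzyme | input = TDP2 enzyme at 120 nM final | medium = 50 mM Tris-HCl pH 7.5 with Mg2+, KCl, DTT, BSA | also added = T5PNP substrate, 5 mM | times = 2 h at 37 °C | technique = epi absorbance | benchmarks = high control without enzyme, low control DMSO plus TDP2 | replication = each compound tested once, singlicate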
# SIAE inh = human SIAE inhibitors, primary screen, biochemical, fluorescence polarization, FP-Rh probe, 1536-well HTS. Sialate O-acetylesterase (Homo sapiens), Q9HAT2. SIAE FP-Rh probe binding. inhibition, % at 9.66 µM. 370,000 compounds, 0.69% hits;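 active means inhibition above a cutoff: mean of compounds within the control limits plus 3 SD of those, cut at about 17% in these data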;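 further: 0% = plate median of compound wells and 100% = probe without SIAE protein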
# MBD2 inh = inhibitors of MBD2 binding to methylated DNA, primary screen, biochemical, TR-FRET, DNA-binding domain, human. Methyl-CpG-binding domain protein 2 (Homo sapiens), Q9UBB5. MBD2 binding to methylated oligonucleotide. inhibition, % at 4.4 µM. 370,000 compounds, 0.31% hits; in the data active means inhibition above about 13%
# Target sequence (Q9UBB5 whole entry, looked up, the tested form may be a part): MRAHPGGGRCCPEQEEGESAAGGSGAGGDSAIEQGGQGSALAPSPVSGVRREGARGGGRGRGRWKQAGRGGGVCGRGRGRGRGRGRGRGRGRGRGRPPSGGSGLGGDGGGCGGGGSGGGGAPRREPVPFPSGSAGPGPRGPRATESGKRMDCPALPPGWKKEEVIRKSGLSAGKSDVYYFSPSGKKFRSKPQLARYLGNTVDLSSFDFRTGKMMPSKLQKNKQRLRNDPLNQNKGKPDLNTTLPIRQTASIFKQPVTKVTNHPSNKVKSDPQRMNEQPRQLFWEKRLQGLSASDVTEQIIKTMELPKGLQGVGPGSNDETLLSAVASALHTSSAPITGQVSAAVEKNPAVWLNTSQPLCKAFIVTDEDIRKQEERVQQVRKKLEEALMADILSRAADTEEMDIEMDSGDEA
# TCR-CD3 inh = inhibitors of human TCR-CD3 interaction, primary screen, biochemical, fluorescence, TAMRA-labeled TCR probe. inhibition, % at 9.4 µM. 360,000 compounds, 0.37% hits; in the data active means inhibition above about 19%;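 further: recombinant mutant TCR 2C K166C tagged with TAMRA read by polarization; 0% = receptor in buffer alone and 100% = receptor with positive control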
# mABHD4 FP = ABHD4 inhibitors, primary screen, biochemical, fluorescence polarization, mouse | purified mABHD4, FP-Rh probe fluorescence polarization | inhibition, % at 8.92 µM | 370,000 compounds, 0.54% hits | AID 720543, 2013;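 active means inhibition exceeding the mean over every tested compound plus 3 SD, cut at about 30% in these data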;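 further: 0% = plate median of compound wells and 100% = S159A mutant with DMSO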
#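 Assay system: wild-type mouse ABHD4 protein; compound: single nominal dose of 8.92 µM, 0.89% DMSO final; schedule: 45 min + 60 min at 25 °C; measured by: FP readout, ex 525 nm / em 598 nm; evaluation: % inhibition of FP-Rh probe binding versus controls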
# PRMT1 inh = PRMT1 methyltransferase inhibitors, primary screen, biochemical, fluorescence polarization | recombinant PRMT1, activity-based probe fluorescence polarization | inhibition, % at 2.79 µM | Protein arginine N-methyltransferase 1 (Homo sapiens), Q99873 | AID 652257, 2013 | 370,000 compounds, 1.3% hits;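 active means inhibition above about 21% made by adding two undisclosed values, limit read from the data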
# Target sequence (Q99873 whole entry, looked up): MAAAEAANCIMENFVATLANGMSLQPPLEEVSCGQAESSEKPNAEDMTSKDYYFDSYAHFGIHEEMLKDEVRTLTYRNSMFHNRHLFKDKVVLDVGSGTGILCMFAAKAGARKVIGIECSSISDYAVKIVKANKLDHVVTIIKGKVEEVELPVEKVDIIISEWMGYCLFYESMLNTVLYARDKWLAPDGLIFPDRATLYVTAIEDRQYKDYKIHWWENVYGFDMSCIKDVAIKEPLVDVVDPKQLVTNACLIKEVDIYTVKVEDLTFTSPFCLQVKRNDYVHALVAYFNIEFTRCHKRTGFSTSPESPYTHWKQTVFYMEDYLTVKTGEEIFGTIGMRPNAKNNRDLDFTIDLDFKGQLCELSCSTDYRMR
# An asterisk follows results filed as active; x = not tested or not shown.
SMILES,HTRA1 inh,LEDGF integ inh,NPR2 activator,rCAG RNA binder,TDP2 absorb,SIAE inh,MBD2 inh,TCR-CD3 inh,mABHD4 FP,PRMT1 inh
CCCCCC(=O)Nc1cc(S(=O)(=O)O)cc2cc(S(=O)(=O)O)cc(O)c12,23,91*,1,43*,-2,11,97*,16,49*,45*
Cn1c(=O)c2c(nc(CN3CCN(c4ccccc4)CC3)n2CCCc2ccccc2)n(C)c1=O,x,-1,-1,9,-20,-3,3,-4,-11,4
CCOc1ccc(C2c3c(oc4ccccc4c3=O)C(=O)N2CCCN2CCOCC2)cc1 (stereo not given),5,0,7,7,3,-6,0,-11,-1,2
CCOc1ccccc1NC(=O)C(=O)NCCC1=CCCCC1,-3,-1,4,-5,3,-5,6,-2,-1,1
O=C(Nc1cc(Cl)ccc1-n1cncn1)c1ccc(Br)o1,-6,-1,-2,3,11,-18,-4,5,0,5
CC(C)(C)c1nc2ccc(NS(=O)(=O)c3ccc(F)c(F)c3F)cc2[nH]1,-7,1,-1,4,6,6,3,-6,-4,5
Cc1cc(C)n2cc(CSc3nc4ccccc4s3)nc2n1,0,0,-1,-4,6,5,1,1,-2,3
COc1ccccc1CNC(=O)COC(=O)c1nccnc1N,3,1,5,5,-5,3,1,-5,8,3
O=S(=O)(c1ccc2c(c1)OCO2)N1CCN(c2nnnn2-c2ccccc2)CC1,12,-3,-12,1,13,0,-3,0,-3,1
O=c1[nH][nH]c2c1C(c1ccc(Cl)c(Cl)c1)OC(CCc1ccccc1)C2 (stereo not given),x,-5,-7,20,-3,-13,-1,-3,1,5
CC(Oc1cccc(Br)c1)C(=O)Nc1cccc(S(=O)(=O)N2CCOCC2)c1 (stereo not given),-15,1,4,1,4,-3,-6,3,-4,3
CN1/C(=C\C(=O)c2cccs2)C(C)(C)c2ccccc21,-6,0,5,1,-9,7,0,-1,2,0
COc1ccc(N(CC(=O)NC2CCCC2)C(=O)Cn2nnc(-c3ccc(C)cc3)n2)cc1,-9,-2,0,-4,-17,-4,-2,3,-1,0
CCOC(=O)N1CCc2c(sc3nc(SC(C)C)n(N)c(=O)c23)C1,-8,-2,-1,-6,7,-1,3,-2,-5,0
CCc1cccc(C)c1NC(=O)C1CCCN1C(=O)NCc1ccccc1 (stereo not given),6,2,-1,-1,10,-1,1,3,3,1
CCOC(=O)[C@@]12CN(C(=O)OC(C)(C)C)CC=C1N(Cc1ccc(OC)cc1)C(=O)[C@H]2CC(=O)NCCCN1CCCC1=O,x,-2,0,3,-2,-1,-3,x,8,-2
Cc1ccc(Nc2nc(N)c([N+](=O)[O-])c(NCc3ccco3)n2)cc1C,-58,-3,5,22,-7,-5,3,4,-20,2
CC1=NN(C(=O)c2c(Br)c(C)nn2C)C(O)(C(F)(F)F)C1 (stereo not given),8,-5,-3,-3,-12,-5,6,-7,-5,5
CCOc1ccc(-c2[nH]ncc2Oc2cccc(OC)c2)c(O)c1,-4,-3,7,8,-3,-2,2,4,-21,-3
Fc1cccc(CSc2ncnc3c2ncn3C2CCCCO2)c1 (stereo not given),-2,-2,9,0,-11,-13,1,1,5,-2
O=C(c1cc(-c2ccc(O)cc2)on1)N1CCOCC1,-5,-8,-3,-2,-12,0,6,-15,-10,6
COc1cc2c(cc1OC)C(c1ccsc1)CC(=O)N2 (stereo not given),-3,-3,-6,-3,-2,4,-3,-7,1,2
COc1ccc2o/c(=N\O)c(C(=O)Nc3ccccc3OC)cc2c1,5,3,-4,4,0,-2,-5,4,-1,-1
CCOC(=O)c1c(NC(=O)Nc2ccc(Cl)cc2)sc(C)c1C,-3,3,-3,3,-9,-5,-2,0,0,0
[O-]/C(=C(\C(=S)Nc1cccc2ccccc12)[n+]1ccccc1)c1cccs1,5,-4,6,11,0,5,-1,-11,18,0
O=C(Nc1ccc(F)cc1F)c1cccc(C(=O)Nc2ccc(F)cc2F)n1,3,0,-2,-3,5,-4,1,5,-1,4
COC(CNC(=O)c1cc(S(=O)(=O)N2CCc3ccccc32)ccc1F)OC,7,5,6,-2,-2,3,3,9,-2,-3
CCCc1cc(C(=O)NC(C)C2CCCO2)cs1 (stereo not given),-5,-1,1,-1,16,6,0,5,7,-3
Cc1cc2nc(C3CCCCC3)c(Cc3cccc(F)c3)n2c(C)c1Br,x,3,-2,4,3,-5,-3,-7,5,-1
O=C(c1ccccc1)N1CCSC1=S,3,2,0,4,-25,-13,0,3,-6,-1
COC(=O)Cn1cc(C#N)c2ccccc21,2,-1,-13,0,1,-4,0,7,12,1
O=C1CN(C(=O)c2cc3ccccc3oc2=O)C(c2ccc(F)cc2)c2cc(Br)ccc2N1 (stereo not given),-21,0,-23,10,1,-5,4,-5,-6,6
Cc1cc2c(c(=O)n1CCN(C)C)C(c1ccncc1)C(C#N)=C(N)O2 (stereo not given),0,4,4,-2,4,2,-5,3,3,-3
CO/N=C/c1ccc(N2CCCC2)c([N+](=O)[O-])c1,2,-3,-2,-3,2,-1,-2,1,1,5
CCN1CC(c2ccccc2)C(c2ccc(Cl)cc2)=N1 (stereo not given),-2,-2,-6,-2,-8,3,0,-1,-1,1
Cn1c(=O)c2c(SCC(=O)NC3CCCC3)nc(CC(C)(C)C)nc2n(C)c1=O,0,-3,-2,-4,1,3,-1,-1,6,2
COC(=O)C[C@@H]1CC[C@H](NS(=O)(=O)c2cccc(F)c2)[C@@H](CO)O1,x,-2,-1,2,9,-3,-1,-10,3,7
CC(=O)Nc1ccc(S(=O)(=O)NCc2ccc(C(=O)NCc3ccc4c(c3)OCO4)cc2)cc1,-6,-1,0,3,4,2,-1,8,-4,-1
O=C(Nc1nc2c(F)cc(F)cc2s1)c1ccccn1,-5,-3,7,11,-2,-26,3,1,2,9
CC(NS(=O)(=O)c1cccc(Cl)c1F)[C@H](O)c1ccccc1 (stereo not given in full),-7,-2,4,1,-4,0,3,-2,6,0
CCCNC(=O)c1ccccc1NC(=O)C1COc2ccccc2O1 (stereo not given),-4,1,3,-3,-6,-7,-5,3,-13,-2
Cc1ccc(NC(=O)C2CCN(S(=O)(=O)c3ccc4c(c3)NC(=O)CO4)CC2)cc1C,-10,-1,-10,5,-11,-13,1,8,-3,2
O=C(NCCCn1ccnc1)c1ccc(Br)o1,1,0,-2,-1,-7,7,-4,2,0,-1
CCC1(c2ccc(Cl)cc2)NC(=O)N(CC(=O)NCc2ccc(F)cc2)C1=O (stereo not given),-7,-1,6,-2,1,-4,-4,6,-6,1
COc1ccc(CCN(C)Cc2cccc3ccccc23)cc1OC,9,2,-7,-6,-12,8,-1,-4,-4,-6
CCOc1ncccc1C(=O)OC(C)C(=O)NC1CCCCC1 (stereo not given),3,3,-4,-5,-12,-1,-2,-6,0,-1
O=C(O)c1ccc(-c2ccc(O)c(F)c2)cc1,-2,-3,3,-1,-3,0,1,0,-5,2
CCc1nc2ccc(C(=O)NCc3ccc(OC)cc3)cn2c1N(CC)CCOC,x,2,9,-2,-8,-1,2,-3,-3,4
CCOC(=O)C1C(=O)NCC1c1ccccc1 (stereo not given),-2,0,5,1,9,4,0,3,2,0
CCCC(=O)N1CC(=O)Nc2ccc(F)cc2C1c1ccccc1 (stereo not given),6,0,-4,2,8,3,-2,4,-1,-6

# Continuation.
SMILES,HTRA1 inh,LEDGF integ inh,NPR2 activator,rCAG RNA binder,TDP2 absorb,SIAE inh,MBD2 inh,TCR-CD3 inh,mABHD4 FP,PRMT1 inh
Cc1cc(O)c(-c2ccno2)cc1Cl,-7,-3,2,2,9,0,0,3,-1,0
Cc1nnc(SCC(=O)NCc2ccccc2Cl)n(N)c1=O,-1,1,2,1,0,7,3,2,-5,0
Cc1nn(C)cc1/C=N/NC(=O)C(C)(C)Oc1ccc(Cl)cc1,1,-1,2,-2,3,-4,3,4,2,2
Cc1ccc(N(CC(O)CN2C(=O)NC(C)(C)C2=O)S(=O)(=O)c2ccc([N+](=O)[O-])cc2)cc1 (stereo not given),6,1,-1,2,-3,3,-3,8,2,-1
O=C(CSc1nnc2ccccn12)NC(=O)NC1CCCC1,-2,3,2,-5,0,-3,2,-2,0,-1
COc1cccc(C=NNC(=S)NC2CC3CCC2C3)c1O (stereo not given),x,-1,-2,6,1,7,-5,8,18,3
CCN(CC)C(=O)CSc1nc2sc3c(c2c(=O)n1-c1ccc(C)cc1)CC(C)(C)SC3,-1,-1,7,-1,9,0,1,-2,7,-1
Cc1cc(C(F)(F)F)n(-c2nc(C(=O)NN)cs2)n1,-10,-4,-3,0,-18,2,-4,0,6,6
Cc1ccc(N(C(=O)c2ccc(S(=O)(=O)N3CCOCC3)cc2)C2C=CS(=O)(=O)C2)cc1 (stereo not given),0,-3,6,-4,4,3,2,2,-1,-2
CC(C)(C)OC(=O)N/N=C/c1cn(-c2ccccc2)nc1-c1cccnc1,-5,1,-3,-6,-9,-4,-3,7,0,-1
CC(=O)c1cccc(NC(=O)C2CC(=O)N(CCc3ccccc3)C2)c1 (stereo not given),-3,-3,-3,-2,8,-5,1,-2,5,1
COC(=O)[C@H]1C[C@H](OC(=O)Nc2c(C)noc2C)[C@@]2(O)CN(S(=O)(=O)c3ccc(C)cc3)CC2[C@H]1C(=O)OC (stereo not given in full),1,-4,0,1,2,3,5,-2,2,-2
COc1ccc(NC(=O)CNCc2cccs2)c(OC)c1,-3,5,6,-1,3,7,-2,-3,7,-1
Cc1c(C)n(C(=O)CSc2nccn2C)c2ccccc12,1,-1,9,4,-7,1,-5,-10,0,0
O=C(O)CS(=O)(=O)CC(=O)NCc1cccc(C(F)(F)F)c1,2,2,0,3,-2,-8,9,-5,-5,10

# 4 compounds picked at random from the list so far:
SMILES,HTRA1 inh,LEDGF integ inh,NPR2 activator,rCAG RNA binder,TDP2 absorb,SIAE inh,MBD2 inh,TCR-CD3 inh,mABHD4 FP,PRMT1 inh
Cc1c(C)n(C(=O)CSc2nccn2C)c2ccccc12,1,-1,9,4,-7,1,-5,-10,0,0
CC(=O)c1cccc(NC(=O)C2CC(=O)N(CCc3ccccc3)C2)c1 (stereo not given),-3,-3,-3,-2,8,-5,1,-2,5,1
O=C(O)CS(=O)(=O)CC(=O)NCc1cccc(C(F)(F)F)c1,2,2,0,3,-2,-8,9,-5,-5,10
COc1ccc(NC(=O)CNCc2cccs2)c(OC)c1,-3,5,6,-1,3,7,-2,-3,7,-1

# An excerpt (hit frequency here may not be typical).
